Glioma ERSR ind: ER stress response induction in glioma. U87-MG GRP78 promoter luciferase reporter, 16 h. Potency, µM, for the others: top-dose activation, hits mostly activators. hit rate 0.02% among 420,000. AID 602332; also: potency is read from the fitted curve at half-maximal effect; series mostly up to about 76 µM; % of control where 0% means no effect; nearly all actives have a fitted effect of over 35% in size
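Stably transfected U87-MG glioma cells carrying a GRP78-based luciferase sensor; 16 h compound incubation. Luminescence end-point read 10 min after Bright-Glo addition at room temperature.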
Vif-A3F inh: inhibitors of Vif-A3F interaction | Potency, µM (highest dose often 46.1 µM), inactives show top-dose activity, negative = active | HeLa A3F-eYFP + Vif (tagged APOBEC3F with the HIV-1 protein that degrades it), YFP fluorescence increase | hit rate 0.2% among 390,000; also: potency is read from the fitted curve at half-maximal effect; % of control where 0% means no effect; nearly all actives have a fitted effect of over 65% in size
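HeLa cells stably expressing A3F-eYFP plus Vif, plated and incubated overnight at 37 deg C, then exposed to compounds overnight at 37 deg C. Blocked degradation read as raised yellow fluorescence (Ex 488/Em 500-530).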
D2 antag: antagonizes the human D2 dopamine receptor; hit rate 2% among 340,000; HEK293 TREx D2 cells, calcium flux, dopamine EC80; P14416; inhibition, % at 10 µM; AID 485344; in the data active = inhibition above about 30%; also: 0% is about no effect
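Overnight-induced (tetracycline, 30 C) HEK293 T-REx cells carrying force-coupled D2 receive a no-wash calcium dye, then compound, then EC80 dopamine at 180 s; signals are read kinetically throughout.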
ERG-DNA inh: inhibitors of human ERG Ets domain-DNA interaction | P11308 | fluorescence polarization, His-ERG Ets domain / labelled DNA | Potency, µM (doses to about 76.9 µM), inactives show top-dose FP activity, negative = inhibition, usual class: inhibitors | hit rate 0.028% among 370,000; active = well fitted inhibition curve with a large enough effect in the polarisation, with a control signal flat; inconclusive = small, poorly fitted or top-dose-only effect, or effect the other way, or a change in a side signal; inactive = no such curve, though single readings can be large or run the other way; the % refers to the polarisation;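 also: polarization taken with two DNA probes labelled with fluorescein and Texas red; potency is read from the fitted curve at half-maximal effect; % of control where 0% means no effect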
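His-tagged ERG Ets domain (1 uM in the protein solution; 300mM KCl, 50mM Tris-HCl, 1mM EDTA, 1mM DTT, pH 7.5) received compound, then a probe mix of 5 nM fluorescein-DNA and 100nM Texas-615-DNA. Fluorescence polarization was read for both dyes.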
RGS4 inhibitor: inhibitors of human regulator of G protein signaling 4; P49798; Transcreener GDP fluorescence polarization, RGS4-accelerated GTP hydrolysis; Potency, µM (highest dose often 114 µM), for the others: at the top dose activity change, negative = inhibition, actives largely listed as inhibitors; hit rate 0.039% among 390,000; also: potency is read from the fitted curve at half-maximal effect; % is scaled to controls: 0 for no effect and ±100 for the full control effect; nearly all actives have a fitted effect of over 75% in size; some results filed as inactive show a strong effect at the top dose
Target sequence (P49798 whole entry, looked up): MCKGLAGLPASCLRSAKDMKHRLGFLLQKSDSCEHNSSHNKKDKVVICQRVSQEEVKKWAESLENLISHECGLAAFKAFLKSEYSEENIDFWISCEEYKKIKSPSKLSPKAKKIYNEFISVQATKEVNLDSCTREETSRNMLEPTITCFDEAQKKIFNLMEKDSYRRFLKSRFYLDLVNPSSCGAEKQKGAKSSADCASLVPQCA
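MLSMR compounds (23 nl, pin-transferred) preincubated 10 min at room temperature with a 500nM (2x) first reagent, then RGS4 at 900nM (2x) plus Transcreener GDP mix added; fluorescence polarization (620/688 nm) read before and after 90 min at 30 °C.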
D2 ag: activates the human D2 dopamine receptor; activation, % at 2 µM; P14416; hit rate 0.53% among 340,000; AID 485358; HEK293 T-REx D2 cells, calcium flux agonist mode;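 active = activation over 3 SD above normal in the single-dose calcium agonist read, cut at about 30% in these data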; also: 0% is about no effect
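Tetracycline-induced HEK293 T-REx cells with force-coupled D2 receptor, plated overnight at 30 C, loaded with no-wash calcium dye. After a 10 s baseline, compound was pin-added and calcium flux read kinetically for 180 s; calcium rises flagged agonists.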
12-LOX inh: blocks human arachidonate 12S-lipoxygenase. P18054. hit rate 1.1% among 580,000. Potency, µM (titrated, usually from 108 µM), for inactives: top-dose activity change, negative = inhibition, most hits filed as inhibitors. purified 12hLO, xylenol orange hydroperoxide absorbance; also: potency is read from the fitted curve at half-maximal effect; % is scaled to controls: 0 for no effect and ±100 for the full control effect
Target sequence (P18054 whole entry, looked up): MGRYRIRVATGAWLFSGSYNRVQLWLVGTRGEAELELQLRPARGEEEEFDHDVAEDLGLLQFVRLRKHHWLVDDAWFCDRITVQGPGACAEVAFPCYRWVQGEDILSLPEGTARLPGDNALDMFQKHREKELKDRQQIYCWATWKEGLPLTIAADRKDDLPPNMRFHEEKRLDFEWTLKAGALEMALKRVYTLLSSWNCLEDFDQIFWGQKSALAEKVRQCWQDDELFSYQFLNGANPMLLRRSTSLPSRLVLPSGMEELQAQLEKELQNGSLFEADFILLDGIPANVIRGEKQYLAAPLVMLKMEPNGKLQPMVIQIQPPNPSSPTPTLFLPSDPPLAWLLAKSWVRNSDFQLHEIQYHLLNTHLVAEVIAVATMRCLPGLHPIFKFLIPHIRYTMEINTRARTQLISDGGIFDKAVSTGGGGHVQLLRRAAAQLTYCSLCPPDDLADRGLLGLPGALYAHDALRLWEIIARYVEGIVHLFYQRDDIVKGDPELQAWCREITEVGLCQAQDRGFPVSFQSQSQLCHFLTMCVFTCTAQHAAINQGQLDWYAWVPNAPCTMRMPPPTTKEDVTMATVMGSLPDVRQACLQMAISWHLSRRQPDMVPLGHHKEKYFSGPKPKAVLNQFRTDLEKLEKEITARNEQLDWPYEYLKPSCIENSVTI
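Purified human 12hLO at 150 nM in 25 mM Hepes, 0.01% Triton X-100, pH 7.0, preincubated 15 min at room temperature with compound. Reaction started with 40 uM arachidonic acid, 30 min at room temperature. Hydroperoxide measured by Fe-xylenol orange, 573/405 nm absorbance ratio.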
Vif-APOBEC3G blk: Vif-A3G binding inhibition; Q9HC16; HeLa A3G-eYFP + Vif (tagged APOBEC3G with the HIV-1 protein that degrades it), YFP fluorescence, overnight; Potency, µM (series often up to 46.1 µM), without a hit: top-dose activity, negative = active, hits mostly inhibitors; hit rate 0.076% among 410,000; AID 602310;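 also: potency is read from the fitted curve at half-maximal effect; % is scaled to controls: 0 for no effect and ±100 for the full control effect; nearly all actives have a fitted effect of over 60% in size; hits raise eYFP signal because A3G escapes Vif-driven loss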
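Read-out is eYFP fluorescence (Ex 488/Em 500-530) from Vif-expressing HeLa A3G-eYFP cells; more signal means A3G escaped Vif-mediated degradation. Cells plated overnight, compound pinned in, incubated overnight at 37 deg C.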
LDHA inh: inhibitors of human lactate dehydrogenase A; P00338; purified LDHA, NADH/diaphorase-resazurin fluorescence; hits give low values; activity change, % (values are at about 110 or 230 µM); hit rate 0.15% among 480,000; in the data active = activity change below about -30%; inconclusive = mostly about -25% to -30%;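 also: plate controls were DMSO wells for no effect and wells without enzyme for full effect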
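Human LDH5 at 2 nM final in Tris HCl pH 7.4 with 0.06 mM NADH and 0.2 mM pyruvate, reacted 5 minutes at room temperature. Remaining NADH coupled via diaphorase/resazurin; resorufin fluorescence read at 0 and 20 minutes, normalized to enzyme-free and DMSO wells.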
* = called active by the depositor; i = inactive; ? = inconclusive; · = no result given; & = joins results of further samples; [ ] = remark or other dose. Unless noted, calls follow the shape of the dose curve; as a rule, active = well fitted curve in the direction sought with a large enough effect; inconclusive = small, poorly fitted or top-dose-only effect, or another doubt; inactive = no such curve, though single readings can be large; an effect the other way counts as inactive or inconclusive.

No.	SMILES	Glioma ERSR ind	Vif-A3F inh	D2 antag	ERG-DNA inh	RGS4 inhibitor	D2 ag	12-LOX inh	Vif-APOBEC3G blk	LDHA inh
1	Cc1cccc(C(=O)Nc2cccc(C(=O)NC3CCCC3)c2)c1	-4%	2%	-3	-4%	0%	0.3	352%[activator]	0%	-13
2	O=C(CSC1=NCCN1)NC1CCCCCC1	-14%	0%	-4	3%	-16%	-1.7	0%	2%	-1
3	CN(C(=O)COC(=O)C1CCN(S(=O)(=O)c2ccc3c(c2)OCCO3)CC1)C1CCCCC1	-4%	6%	0	3%	-11%	-0.2	-3%	-5%	-2
4	COCCNC(=O)c1onc(CSc2cccc(OC)c2)c1C(=O)NCCOC	-5%	7%	14	5%	0%	0.8	19%	-3%	-3
5	O=C(O)c1ccccc1C(=O)NCCCCCCNC(=O)c1ccccc1C(=O)O	-2%	4%	-2	8%	-1%	1.5	?	1%	-12
6	Cc1nnc(SC(C)C(=O)NCC2CCCO2)n1-c1ccccc1 (stereo not drawn)	-2%	4%	3	3%	9%	-1.7	?	-1%	-14
7	COC1OC2COC(c3ccccc3)OC2C(O)C1NC(=O)c1ccccc1 (stereo not drawn)	-4%	0%	·	·	1%	·	1%	-4%	-11
8	COc1cc(NC(=O)C2CC(=O)NC3=C2C(=O)CCC3)c(OC)cc1Cl (stereo not drawn)	-3%	-21%	1	1%	-37%	0.4	19%	-1%	-2
9	S=c1[nH]nc(CSc2nc3ccccc3s2)n1Cc1ccccc1	-1%	1%	10	-14%	4%	0.2	?	6%	-20
10	COc1cc(CCC(=O)OCC(=O)Nc2ccc3c(c2)OCO3)cc(OC)c1OC	-3%	1%	-22	-10%	12%	-1.8	1%	-1%	-3

No.	SMILES	Glioma ERSR ind	Vif-A3F inh	D2 antag	ERG-DNA inh	RGS4 inhibitor	D2 ag	12-LOX inh	Vif-APOBEC3G blk	LDHA inh
11	Cn1cc(-c2cccc3nncn23)cn1	0%	·	·	·	·	·	16%	1%	-3
12	COc1cc(C(O)c2nc(-c3cc4ccccc4o3)cs2)ccc1F (stereo not drawn)	2%	·	·	·	·	·	?	-2%	-5
13	CCCc1cc(=O)[nH]c(SCC(=O)N(CC)C2CCS(=O)(=O)C2)n1 (stereo not drawn)	-3%	0%	-15	1%	-14%	-0.8	·	5%	-5
14	O=C(CCc1nc2ccccc2c(=O)[nH]1)Nc1ccccc1N1CCCC1	-4%	4%	7	5%	13%	0.4	11%	0%	1
15	O=C1CSC(c2cn(-c3ccccc3)nc2-c2cc3ccccc3oc2=O)N1Cc1ccco1 (stereo not drawn)	-5%	3%	1	8%	-3%	-1.0	-26%	-8%	2
16	COc1ccc2c(c1)c1c(c(=O)n(-c3cc(Cl)ccc3C)c(=O)n1CC(=O)N1CCCC1)n2C	1%	4%	·	4%	-1%	0.2	-12%	2%	2
17	Cn1cc(Cl)c(C(=O)OCC(=O)Nc2cccc(Cl)c2)n1	-4%	-2%	-8	8%	7%	0.6	?	-2%	-7
18	CCc1ccccc1NC(=S)NCC1CCN(c2ccc(OC)cc2)C1 (stereo not drawn)	-2%	?	-18	9%	-11%	0.8	?	1%	5
19	C[C@@H]1CN(S(=O)C(C)(C)C)[C@@H](CCO)/C1=C\c1ccccc1 (stereo partly drawn)	-2%	-1%	·	7%	3%	·	5%	-4%	2
20	CCOC(=O)c1ccc(NC(=O)c2c(NCc3sccc3C)sc3c2CCC(C)C3)cc1 (stereo not drawn)	2%	4%	·	-2%	-44%	-1.4	?	1%	-5

No.	SMILES	Glioma ERSR ind	Vif-A3F inh	D2 antag	ERG-DNA inh	RGS4 inhibitor	D2 ag	12-LOX inh	Vif-APOBEC3G blk	LDHA inh
21	CN(CC(=O)Nc1ccccc1Br)C(=O)c1ccncc1	-1%	-12%	-14	4%	-4%	0.5	i	-7%	-3
22	CC(NC(=O)CNC(=O)c1cccc(Cl)c1)c1ccccc1 (stereo not drawn)	-4%	3%	-10	2%	-5%	0.0	5%	1%	0
23	CCCCn1c(N)c(N(CC(C)C)C(=O)C2CC(=O)N(c3ccc(CC)cc3)C2)c(=O)[nH]c1=O (stereo not drawn)	-5%	-20%	-4	-3%	14%	-0.1	-1%	-2%	-8
24	COC(=O)c1cccc(S(=O)(=O)N2CCC(NC(=O)Nc3cccc(F)c3)CC2)c1	-3%	-1%	-20	-4%	33%	-0.1	0%	2%	-14
25	COc1cccc(CNC(=O)c2cc(=O)[nH]c3ccc(S(=O)(=O)N4CCCCC4)cc23)c1	0%	2%	·	-4%	4%	0.4	-28%	-1%	-3
26	COC(=O)c1sc2cccc(F)c2c1S(=O)(=O)Nc1cc(OC)cc(OC)c1	-3%	-2%	·	2%	-2%	0.5	0%	-5%	2
27	COc1cc(C2c3c(-c4ccccc4O)n[nH]c3C(=O)N2CCO)ccc1OCc1ccccc1 (stereo not drawn)	-1%	-8%	·	-3%	-1%	-0.2	3%	-3%	-5
28	O=C(CSc1nccn1C1CCCC1)Nc1ccccc1	·	·	·	-9%	-8%	-0.2	4%	·	-6
29	COc1cc(NC(=O)c2sc(C)nc2C)c(OC)cc1NC(=O)c1ccccc1	-4%	-8%	-17	-1%	1%	-1.5	0%	1%	2
30	COc1ccc(CC(=O)OCc2csc(CC(=O)Nc3ccc(C)cc3)n2)cc1	5%	?	·	1%	-35%	·	-7%	4%	2

Five records picked at random from those above:
No.	SMILES	Glioma ERSR ind	Vif-A3F inh	D2 antag	ERG-DNA inh	RGS4 inhibitor	D2 ag	12-LOX inh	Vif-APOBEC3G blk	LDHA inh
28	O=C(CSc1nccn1C1CCCC1)Nc1ccccc1	·	·	·	-9%	-8%	-0.2	4%	·	-6
29	COc1cc(NC(=O)c2sc(C)nc2C)c(OC)cc1NC(=O)c1ccccc1	-4%	-8%	-17	-1%	1%	-1.5	0%	1%	2
22	CC(NC(=O)CNC(=O)c1cccc(Cl)c1)c1ccccc1 (stereo not drawn)	-4%	3%	-10	2%	-5%	0.0	5%	1%	0
25	COc1cccc(CNC(=O)c2cc(=O)[nH]c3ccc(S(=O)(=O)N4CCCCC4)cc23)c1	0%	2%	·	-4%	4%	0.4	-28%	-1%	-3
23	CCCCn1c(N)c(N(CC(C)C)C(=O)C2CC(=O)N(c3ccc(CC)cc3)C2)c(=O)[nH]c1=O (stereo not drawn)	-5%	-20%	-4	-3%	14%	-0.1	-1%	-2%	-8

(further entries)
No.	SMILES	Glioma ERSR ind	Vif-A3F inh	D2 antag	ERG-DNA inh	RGS4 inhibitor	D2 ag	12-LOX inh	Vif-APOBEC3G blk	LDHA inh
31	CC(NC(=O)CN1C(=O)COc2ccccc21)c1ccccc1 (stereo not drawn)	-1%	-4%	3	·	17%	-0.7	5%	0%	-6
32	Cc1ccc(CNC(=O)CCc2c(C)c3ccc(O)c(C)c3oc2=O)cc1	1%	-12%	·	0%	-4%	-0.9	-14%&-13%	0%	7&-10
33	COc1cc(OC)cc(C(=O)NC(C(=O)Nc2ccc3c(c2)OCO3)C(C)C)c1 (stereo not drawn)	-3%	9%	-29	7%	6%	-1.7	9%	-1%	-3
34	CC1CCN(C(=O)CN(c2ccc3c(c2)OCO3)S(C)(=O)=O)CC1	-3%	0%	-10	·	3%	0.2	-3%	2%	-7
35	CC(C)(C)OC(=O)NCC(=O)NNC(=O)C(C(=O)OCc1ccccc1)c1ccccc1 (stereo not drawn)	-2%	0%	·	·	9%	·	6%	4%	-2&1
36	C=CCc1cccc2cc(C(=O)N3CCOCC3)c(=O)oc12	-5%	-5%	3	8%	40%	-3.9	?	0%	-11
37	CCCCCNC(=O)[C@@H]1CSC2c3ccccc3C(=O)N21 (stereo partly drawn)	-3%	-4%	23	4%	-1%	-0.7	0%	1%	-4
38	c1ccc2c(c1)[nH]c1nc(SCCN3CCOCC3)nnc12	3%	-8%	7	8%	-35%	0.0	0%[57.4 µM]	-1%	2
39	CCCc1c(C(=O)N/N=C/c2cccnc2)nnn1-c1nonc1N	0%	-1%	1	2%	16%[11.4 µM]	0.2	35%[activator]	2%	-10
40	CCOC(=O)C1=C(O)C(Nc2nccs2)(C(F)(F)F)N=C1C (stereo not drawn)	-5%	2%	·	1%	-14%	·	163%[activator]	?	7
41	CCOC(=O)N1CCC(=C(C#N)C(=O)Nc2cc(OC)ccc2OC)CC1	-1%	-2%	-3	0%	20%	-0.1	-16%[57.4 µM]	-1%	1
42	CCC(=O)NC1CC(=O)N(c2ccc3c(c2)OCCO3)C1 (stereo not drawn)	-3%	0%	·	-2%	-4%	2.6	-6%	1%	0

Assay outcomes as filed in PubChem.

Only part of the results is shown; rates above refer to the full screens.
